High-throughput results (PubChem)
15-hLO-2 inh: blocks human 15-lipoxygenase 2 activity. purified 15hLO-2, xylenol orange hydroperoxide absorbance. Potency, µM (highest dose often 57.1 µM), for inactives: at the highest dose activity change, negative = inhibition, usual class: inhibitors. 110,000 tested, 0.56% active; also: potency is read from the fitted curve at half-maximal effect; nearly all actives have a fitted effect of over 60% in size; many of its hits are not listed in these tables
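Purified human 15hLO-2 (50 nM) preincubated 15 min with compound, then 45 uM arachidonic acid for 90 min at RT in 25 mM Hepes pH 7.5, 0.01% Triton X-100. Hydroperoxide detected by Fe-xylenol orange; 573/405 nm absorbance ratio.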
IMPase cell inh: membrane-permeable compound that blocks inositol monophosphatase. inhibition (IP1 accumulation), % at 46.1 µM. P97697. AID 901. 120,000 tested, under 10 active. CHO-M1 cells, IP1 accumulation, HTRF TR-FRET ratio; active = well fitted curve in the direction sought with a large enough effect in the signal ratio, not every such curve was filed as active; inconclusive = small, poorly fitted or top-dose-only effect, or a change in a side signal; inactive = no such curve, though single readings can be large or run the other way; the % refers to the signal ratio;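 also: cells stimulated with carbachol in lithium chloride buffer; plate controls were DMSO basal wells for no effect and reference inhibitor wells for full effect; higher means more IMPase inhibition seen as more IP1 and lower FRET ratio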
Target sequence (P97697 whole entry, looked up): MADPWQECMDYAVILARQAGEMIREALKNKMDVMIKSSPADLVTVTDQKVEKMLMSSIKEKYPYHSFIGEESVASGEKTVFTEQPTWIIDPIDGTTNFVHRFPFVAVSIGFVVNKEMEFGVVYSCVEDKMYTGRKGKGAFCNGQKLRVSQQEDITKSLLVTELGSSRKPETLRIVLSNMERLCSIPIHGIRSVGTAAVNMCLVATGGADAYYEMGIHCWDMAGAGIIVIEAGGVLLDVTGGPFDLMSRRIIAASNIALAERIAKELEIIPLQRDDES
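The IP-One HTRF competitive assay in carbachol-stimulated CHO-M1 cells quantifies cellular IP1. Compounds spanned up to 46 uM final, and activity is expressed as AC50 from concentration-response fits of the ratio and donor data.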
12-hLO inh: blocks human 12-lipoxygenase activity; AID 1452; P18054; 150,000 tested, 0.12% active; purified 12-hLO, xylenol orange hydroperoxide absorbance; Potency, µM (top dose mostly 57.1 µM), inactives show at the highest dose activity change, negative = inhibition, hits mostly inhibitors; also: potency is read from the fitted curve at half-maximal effect; nearly all actives have a fitted effect of over 55% in size; many of its hits are not listed in these tables
Target sequence (P18054 whole entry, looked up): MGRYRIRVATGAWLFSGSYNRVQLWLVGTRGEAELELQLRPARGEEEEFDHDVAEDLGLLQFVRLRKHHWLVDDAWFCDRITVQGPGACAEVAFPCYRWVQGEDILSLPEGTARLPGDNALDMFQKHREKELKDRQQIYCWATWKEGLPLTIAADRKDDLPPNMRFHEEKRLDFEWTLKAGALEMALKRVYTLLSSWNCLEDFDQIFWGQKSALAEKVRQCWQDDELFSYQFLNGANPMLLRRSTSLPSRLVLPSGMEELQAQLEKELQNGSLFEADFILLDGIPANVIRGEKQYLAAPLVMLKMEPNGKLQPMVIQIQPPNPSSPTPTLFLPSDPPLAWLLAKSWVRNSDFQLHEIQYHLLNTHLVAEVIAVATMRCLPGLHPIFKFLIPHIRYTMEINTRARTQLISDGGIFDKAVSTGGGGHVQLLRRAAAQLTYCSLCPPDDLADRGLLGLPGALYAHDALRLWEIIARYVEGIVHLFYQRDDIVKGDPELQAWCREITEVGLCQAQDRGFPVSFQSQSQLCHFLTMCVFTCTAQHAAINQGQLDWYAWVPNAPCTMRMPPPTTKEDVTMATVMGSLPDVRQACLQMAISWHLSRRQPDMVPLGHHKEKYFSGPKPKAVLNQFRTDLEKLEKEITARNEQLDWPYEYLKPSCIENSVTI
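Purified human 12hLO (150 nM final) was preincubated with compounds for 15 min at room temperature in 25 mM Hepes pH 7.0, 0.01% Triton X-100, then reacted with 40 uM arachidonic acid for 30 min. Hydroperoxide was detected with ferrous iron/xylenol orange.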
PNC inhibitor: inhibitors of perinucleolar compartment assembly | activity change (PNC), negative = inhibition, % at 10 µM | AID 2417 | PC3M PTB-GFP, PNC prevalence imaging, 16 h; hits give low values | 140,000 tested, 3.1% active;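 active = readout at or below -70, meaning at least 70% loss of cells showing the perinucleolar compartment, a nuclear body marking cancer cells; inconclusive = readout between -30 and a set limit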;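 also: plate controls were DMSO wells for no effect and camptothecin positive control wells for full effect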
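Read-out is percentage of cells bearing a perinucleolar compartment, from automated 20x imaging of fixed, Hoechst-stained PC3M PTB-GFP cells. Cells were seeded 4 h, then exposed 16 h to compound (23 nl of library stock) in duplicate plates.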
An asterisk follows results filed as active; [ ] = dose if it differs, or a comment. Unless noted, calls follow the shape of the dose curve; as a rule, active = well fitted curve in the direction sought with a large enough effect; inconclusive = small, poorly fitted or top-dose-only effect, or another doubt; inactive = no such curve, though single readings can be large; an effect the other way counts as inactive or inconclusive. Unless noted, % is scaled to controls: 0 for no effect and ±100 for the full control effect. Some of the compounds tested, so the mix of outcomes need not match the whole.

Results for CCOC(=O)N1CCC(N2CC34C=CC(O3)C(C(=O)Nc3ccc(OCC)cc3)C4C2=O)CC1 (stereo not drawn) ?
15-hLO-2 inh: -5%; IMPase cell inh: 7; 12-hLO inh: 2%; PNC inhibitor: 23

What do the screens show for `N=c1sccn1CC(=O)Nc1ccc2c(c1)CCC2`?
15-hLO-2 inh: 10%; IMPase cell inh: 9; 12-hLO inh: -6%; PNC inhibitor: inconclusive

How did CCOC(=O)C(NC(C)=O)(N1CCOCC1)C(F)(F)F (stereo not drawn) do in these assays?
15-hLO-2 inh: -2%; IMPase cell inh: 6; 12-hLO inh: 4%; PNC inhibitor: -2

How did COc1ccc(NCC(=O)Nc2ccc(C#N)cc2)cc1Cl do in these assays?
15-hLO-2 inh: -3%; IMPase cell inh: 15; 12-hLO inh: -27%; PNC inhibitor: 6

How did COC(=O)N1[C@H](C)C=C[C@]1(Cc1ccccc1)C(=O)NCc1ccc(N(C)C)cc1 do in these assays?
15-hLO-2 inh: 15%; 12-hLO inh: 0%

What do the screens show for `CCOC(=O)c1sc2nc3n(c(=O)c2c1C)CCC(C)CC3` (stereo not drawn)?
15-hLO-2 inh: -14%; IMPase cell inh: 0; 12-hLO inh: -2%; PNC inhibitor: 47

Results for CC(=O)n1cc(C2C(=O)CC(C)(C)CC2=O)c2ccccc21 ?
15-hLO-2 inh: -8%; IMPase cell inh: 0; 12-hLO inh: -5%; PNC inhibitor: -4

How did O=C(C1CC1)N1CCc2cc(S(=O)(=O)N(CCO)Cc3ccccc3)ccc21 do in these assays?
IMPase cell inh: -11; 12-hLO inh: 2%; PNC inhibitor: -5

What do the screens show for `COc1ccc(N2CC(C(=O)Nc3ccc(F)cc3F)CC2=O)cc1` (stereo not drawn)?
15-hLO-2 inh: -4%; IMPase cell inh: -15; 12-hLO inh: -5%; PNC inhibitor: -6

What do the screens show for `COc1ccc(NS(=O)(=O)c2cccc(NC(=O)CCC(=O)c3ccc(Cl)cc3)c2)cc1`?
IMPase cell inh: -1; 12-hLO inh: -5%; PNC inhibitor: inconclusive

How did COc1ccc(Oc2nc(C(F)(F)F)nc3ccccc23)cc1 do in these assays?
15-hLO-2 inh: 1%; IMPase cell inh: 12; 12-hLO inh: -3%; PNC inhibitor: 25

How did Oc1ccccc1N1CCN(C(=S)NCCc2ccccc2)CC1 do in these assays?
12-hLO inh: -6%; PNC inhibitor: -9

What do the screens show for `CC(C)(C)C(=O)C1C(=O)c2ccccc2C1=O`?
15-hLO-2 inh: 2%; 12-hLO inh: -1%

Results for COC(=O)[C@H](C)NC(=O)Nc1cccc(C(F)(F)F)c1 ?
IMPase cell inh: -7; 12-hLO inh: 2%; PNC inhibitor: -13

Results for Cc1ccc(C)c(N(CC(=O)NN=C2CCN(C)CC2)S(=O)(=O)c2ccccc2)c1 ?
12-hLO inh: -3%; PNC inhibitor: -8

Four structures from above, arranged by count of non-hydrogen atoms, ascending.
How did CCOC(=O)C(NC(C)=O)(N1CCOCC1)C(F)(F)F (stereo not drawn) do in these assays?
15-hLO-2 inh: -2%; IMPase cell inh: 6; 12-hLO inh: 4%; PNC inhibitor: -2

What do the screens show for `CCOC(=O)c1sc2nc3n(c(=O)c2c1C)CCC(C)CC3` (stereo not drawn)?
15-hLO-2 inh: -14%; IMPase cell inh: 0; 12-hLO inh: -2%; PNC inhibitor: 47

How did COc1ccc(Oc2nc(C(F)(F)F)nc3ccccc23)cc1 do in these assays?
15-hLO-2 inh: 1%; IMPase cell inh: 12; 12-hLO inh: -3%; PNC inhibitor: 25

Results for CCOC(=O)N1CCC(N2CC34C=CC(O3)C(C(=O)Nc3ccc(OCC)cc3)C4C2=O)CC1 (stereo not drawn) ?
15-hLO-2 inh: -5%; IMPase cell inh: 7; 12-hLO inh: 2%; PNC inhibitor: 23

The listing continues:
How did Cc1ccc(S(=O)(=O)CC(C)N2CCOCC2)c(S(=O)(=O)CC(C)N2CCOCC2)c1 (stereo not drawn) do in these assays?
15-hLO-2 inh: -10%; IMPase cell inh: 7; 12-hLO inh: -3%; PNC inhibitor: 27

What do the screens show for `O=C(c1ccccc1)N1N=C(c2ccccc2)CC1c1ccccc1[N+](=O)[O-]` (stereo not drawn)?
12-hLO inh: 0%; PNC inhibitor: -17

Results for CCN(CC)S(=O)(=O)c1cccc(C(=O)Nc2cccnc2)c1 ?
15-hLO-2 inh: 1%; IMPase cell inh: 5; 12-hLO inh: 12%; PNC inhibitor: -8

How did COc1ccc2c(c1)[C@]1(C)CCC(=O)C[C@H]1CC2 do in these assays?
15-hLO-2 inh: 3%; 12-hLO inh: 7%

Results for O=C(NC1CCCCC1)C(c1cccnc1)N(C(=O)c1csnn1)C1CCCC1 (stereo not drawn) ?
IMPase cell inh: 3; 12-hLO inh: -1%; PNC inhibitor: -100*

What do the screens show for `CC(C)(Oc1ccc(Cl)cc1)C(=O)O`?
15-hLO-2 inh: 11%; IMPase cell inh: -5; 12-hLO inh: -2%

Results for O=C(O)c1ccc(COc2ccccc2/C=C2/NC(=O)N(c3cccc(Cl)c3)C2=O)cc1 ?
12-hLO inh: -2%; PNC inhibitor: inconclusive

How did COc1ccccc1C(=O)NCC(=O)N/N=C/c1cc(Br)ccc1OCc1ccccc1 do in these assays?
12-hLO inh: -2%; PNC inhibitor: -22

Results for N/C(=N\OC(=O)c1cc(-c2ccccc2)nc2ccccc12)c1cccnc1 ?
12-hLO inh: 3%; PNC inhibitor: 12

What do the screens show for `COc1cc2c(cc1OC)C(c1ccc(-c3cc(Cl)ccc3Cl)o1)=NCC2`?
15-hLO-2 inh: inconclusive; IMPase cell inh: 12; 12-hLO inh: -4%; PNC inhibitor: inconclusive

How did O=C(COc1ccccc1)N1CCN(c2nnc(-c3ccccc3)c3ccccc23)CC1 do in these assays?
15-hLO-2 inh: -5%; IMPase cell inh: 9; 12-hLO inh: -8%; PNC inhibitor: 10

Results for CCCn1nc(C(=O)N2CCc3ccccc3C2)c2ccccc2c1=O ?
15-hLO-2 inh: -4%; IMPase cell inh: 3; 12-hLO inh: -1%; PNC inhibitor: -16

What do the screens show for `CCOc1ccccc1C(=O)NCCC(=O)O`?
15-hLO-2 inh: -1%; IMPase cell inh: 2; 12-hLO inh: 0%; PNC inhibitor: -5

What do the screens show for `O=C(Nc1ccc(NC(=O)C2CC2)nc1)c1cccc(F)c1`?
15-hLO-2 inh: 2%; IMPase cell inh: -3; 12-hLO inh: -7%; PNC inhibitor: -15

How did CCOCCCNC(=S)Nc1ccc(S(N)(=O)=O)cc1 do in these assays?
12-hLO inh: -2%; PNC inhibitor: 12

What do the screens show for `COCC(C)NC(=O)c1ccc(N(C)C)cc1` (stereo not drawn)?
15-hLO-2 inh: -5%; IMPase cell inh: 3; 12-hLO inh: 1%; PNC inhibitor: -4

Results for CCN(CC)C(=O)c1sc(NC(=O)c2ccc(Br)o2)c(C(=O)OC)c1C ?
15-hLO-2 inh: 0%; IMPase cell inh: 6; 12-hLO inh: 6%; PNC inhibitor: 56

How did c1cnc(N2CCN(Cc3c[nH]c4ccccc34)CC2)nc1 do in these assays?
15-hLO-2 inh: 38%[activator]; IMPase cell inh: 6; 12-hLO inh: -4%; PNC inhibitor: 16

How did Cc1ccc(C2=NC3(CCCCC3)NC2=S)cc1 do in these assays?
12-hLO inh: 2%; PNC inhibitor: -24

How did CN1OC(COC(=O)c2ccccc2)CC1c1ccccc1 (stereo not drawn) do in these assays?
15-hLO-2 inh: -9%; IMPase cell inh: 14; 12-hLO inh: -6%; PNC inhibitor: -13

How did CCOC(=O)c1cc(C)sc1N1C(=O)C2C3C=CC(C3)C2C1=O (stereo not drawn) do in these assays?
15-hLO-2 inh: -4%; IMPase cell inh: -1; 12-hLO inh: 3%; PNC inhibitor: -5

Results for COc1ccc(/C(O)=C/C(=O)C(=O)NNC(=O)C(O)(c2ccccc2)c2ccccc2)cc1 ?
15-hLO-2 inh: 26%; IMPase cell inh: 5; 12-hLO inh: -23%; PNC inhibitor: 15

Results for Cc1cccc(CN2C(=O)CCSc3ccc(Cl)cc32)c1 ?
15-hLO-2 inh: -1%; IMPase cell inh: 4; 12-hLO inh: -9%; PNC inhibitor: 31

How did O=C(CCc1ccccc1)NNC(=O)c1ccc(NC(=O)c2ccccc2)cc1 do in these assays?
12-hLO inh: 1%; PNC inhibitor: 2

What do the screens show for `Cc1cc(C)cc(NC(=O)COC(=O)CCCNC(=O)c2ccc(Cl)cc2)c1`?
IMPase cell inh: -4; 12-hLO inh: -4%; PNC inhibitor: -18

What do the screens show for `O=C(Nc1ccc(Oc2cccnc2)cc1)c1ccccc1Cl`?
IMPase cell inh: -8; 12-hLO inh: -2%; PNC inhibitor: inconclusive

What do the screens show for `CCCCCCSc1nnc(-c2cnn(-c3ccccc3)c2-n2cccc2)n1C`?
15-hLO-2 inh: -2%; IMPase cell inh: -1; 12-hLO inh: -21%; PNC inhibitor: 8

What do the screens show for `COc1ccccc1NS(=O)(=O)c1ccc(O)cc1`?
15-hLO-2 inh: -5%; IMPase cell inh: 5; 12-hLO inh: 2%; PNC inhibitor: inconclusive

Results for Cc1ccc(-c2nn3nnnc3c3ccccc23)cc1 ?
15-hLO-2 inh: 1%; IMPase cell inh: 4; 12-hLO inh: 1%; PNC inhibitor: -25

What do the screens show for `CN(C)c1nc(OCCNC(=O)COc2ccc(Cl)cc2Cl)nc(N(C)C)n1`?
15-hLO-2 inh: -4%; IMPase cell inh: -1; 12-hLO inh: 5%; PNC inhibitor: 7

Results for CN1CCc2nc(SCC(=O)Nc3cccc(F)c3)c(C#N)c(-c3cccs3)c2C1 ?
IMPase cell inh: 5; 12-hLO inh: -3%; PNC inhibitor: 14

How did O=C1N=C(N2CCCC2)S/C1=C\c1cccc(Br)c1 do in these assays?
15-hLO-2 inh: 4%; IMPase cell inh: 18; 12-hLO inh: -13%; PNC inhibitor: -19

What do the screens show for `Oc1ccc(CNCC2COc3ccccc3O2)cc1` (stereo not drawn)?
15-hLO-2 inh: -12%; IMPase cell inh: 5; 12-hLO inh: -11%; PNC inhibitor: 41

How did CCCn1c(Nc2ccccc2)nc2ccccc21 do in these assays?
15-hLO-2 inh: -2%; IMPase cell inh: -4; 12-hLO inh: 0%; PNC inhibitor: -27

How did COCCCNC(=O)CC(C)c1ccccc1 (stereo not drawn) do in these assays?
12-hLO inh: 3%; PNC inhibitor: -3

What do the screens show for `CCc1nn(-c2ccccc2)c2c1-c1cc(OC)c(OC)cc1C1(N2)C(=O)Nc2ccccc21` (stereo not drawn)?
15-hLO-2 inh: -3%; IMPase cell inh: 0; 12-hLO inh: -3%; PNC inhibitor: inconclusive

Results for CCOC(=O)C(NS(=O)(=O)c1ccc(C)cc1)(C(F)(F)F)P(=O)(OCC(C)C)OCC(C)C (stereo not drawn) ?
12-hLO inh: -1%; PNC inhibitor: 2

How did COC(=O)c1ccc(/C=N\NC(=O)c2ccc(C)cc2Cl)cc1 do in these assays?
15-hLO-2 inh: -4%; IMPase cell inh: -6; 12-hLO inh: 2%; PNC inhibitor: 62

Results for COc1ccc(N2C(=O)C3CCCN3C2c2cccc(C)c2)cc1 (stereo not drawn) ?
15-hLO-2 inh: 7%; IMPase cell inh: -5; 12-hLO inh: 5%; PNC inhibitor: -14

What do the screens show for `COc1ccccc1C1C(C#N)=C(N)N(c2cccnc2)C2=C1C(=O)CC(C)(C)C2` (stereo not drawn)?
IMPase cell inh: 9; 12-hLO inh: 7%; PNC inhibitor: -7

What do the screens show for `CCOCCCNS(=O)(=O)c1cc(Br)cc2c1N(C(=O)C1CC1)CC2`?
15-hLO-2 inh: 10%; IMPase cell inh: -3; 12-hLO inh: -3%; PNC inhibitor: -4

What do the screens show for `COc1ccc(CCNC(=O)COc2ccc(S(=O)(=O)NC3CCCCC3)cc2Cl)cc1OC`?
12-hLO inh: -5%; PNC inhibitor: 41

Results for COc1ccc(-c2ccc(Nc3ccc(S(=O)(=O)N4CCCC4)cc3)nn2)cc1OC ?
IMPase cell inh: -4; 12-hLO inh: -5%; PNC inhibitor: 7
